Compound activity deposited in PubChem BioAssay by The Scripps Research Institute Molecular Screening Center.
PAFAH1B3 FP inh = PAFAH1B3 (human) inhibition; AID 492972; inhibition, % at 3.39 µM; recombinant PAFAH1B3, FP-rhodamine probe, fluorescence polarization; Q15102; 0.28% of 340,000 active;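 active = inhibition above the screen-wide average of all tested compounds plus 3 SD, cut at about 25% in these data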;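 note: 0% = enzyme with DMSO only and 100% = wells lacking PAFAH1B3 protein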
pPAFAH FP inh = pPAFAH (human) enzyme inhibition. Q13093. inhibition, % at 3.39 µM. recombinant pPAFAH, FP-rhodamine probe fluorescence polarization. 1.5% of 330,000 active;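 active = inhibition above the mean inhibition across the screen plus 3 SD, cut at about 25% in these data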;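 note: inhibitors block binding of the rhodamine activity-based probe so polarization drops; 0% = enzyme with DMSO and 100% = wells lacking pPAFAH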
PAFAH2 inh = inhibitors of human PAFAH2; recombinant PAFAH2, FP-rhodamine activity probe, fluorescence polarization; inhibition, % at 3.39 µM; 0.99% of 340,000 active;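 active = inhibition above the mean over all tested compounds plus 3 SD, cut at about 30% in these data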;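 note: inhibitors block probe labeling of enzyme so polarization drops; 0% = enzyme with DMSO and 100% = wells lacking PAFAH2 protein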
Fam108B counter = blocks mouse Fam108B hydrolase in RBBP9 counter-screen. AID 1947. inhibition, % at 9.51 µM. recombinant Fam108B, FP-Rh probe fluorescence polarization. 0.33% of 300,000 active;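 active = inhibition above the screen mean inhibition plus 3 SD, computed separately per campaign, cut at about 18% in these data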;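 note: inhibitors lower polarization as less probe binds the enzyme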
PAFAH1B2 inh = inhibitors of human PAFAH1B2. 1.2% of 340,000 active. inhibition, % at 3.39 µM. P68402. recombinant PAFAH1B2, FP-rhodamine activity probe, fluorescence polarization. AID 492953;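 active = inhibition above the mean of all tested compounds plus 3 SD, cut at about 24% in these data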;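 note: 0% = enzyme with DMSO and 100% = wells lacking PAFAH1B2; many of its hits are not listed in these tables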
Target sequence (P68402 whole entry, looked up): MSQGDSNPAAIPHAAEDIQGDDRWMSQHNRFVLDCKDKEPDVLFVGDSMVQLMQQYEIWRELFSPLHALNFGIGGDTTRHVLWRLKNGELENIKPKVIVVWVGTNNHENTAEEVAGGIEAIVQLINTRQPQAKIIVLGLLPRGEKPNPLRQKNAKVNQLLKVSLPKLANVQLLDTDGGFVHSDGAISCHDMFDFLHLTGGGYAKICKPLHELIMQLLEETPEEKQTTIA
GSTO1 counter = counter-screen for RBBP9 inhibitors: inhibitors of human GSTO1; 1.1% of 300,000 active; P78417; recombinant GSTO1, activity-based probe fluorescence polarization; inhibition, % at 5.96 µM;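 active = inhibition above the campaign mean inhibition plus 3 SD, cut at about 35% in these data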;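 note: 0% = GSTO1-1 with DMSO and 100% = wells lacking GSTO1-1 enzyme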
LYPLA1 inh = LYPLA1 (human) inhibition in PME1 counter-screen; O75608; inhibition, % at 5.9 µM; 0.16% of 320,000 active; recombinant LYPLA1, FP-Rh probe fluorescence polarization;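 active = inhibition above the mean of all tested compounds plus 3 SD, set per campaign, cut at about 14% in these data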;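 note: inhibitors block serine hydrolase probe labeling of LYPLA1 so polarization falls; 0% = enzyme with DMSO and 100% = wells lacking LYPLA1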
PME-1 primary = PME-1 (human) inhibition; 0.53% of 320,000 active; recombinant PME-1, FP-Rh probe fluorescence polarization; inhibition, % at 5.9 µM; AID 2130; Q9Y570;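 active = inhibition above the campaign mean of all compounds plus 3 SD, cut at about 26% in these data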;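 note: competitive labeling of PME-1 active site by serine hydrolase directed probe; 0% = PME-1 with DMSO and 100% = wells lacking PME-1 enzyme; inhibitors block probe labeling so polarization falls and inhibition rises; many of its hits are not listed in these tables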
PAD4 inh = blocks human protein arginine deiminase 4; Q9UM07; recombinant PAD4, RCA probe fluorescence polarization; inhibition, % at 6.36 µM; 0.41% of 330,000 active; AID 485272;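 active = percent inhibition above a cutoff equal to the mean of all tested compounds plus 3 SD, cut at about 15% in these data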;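 note: 0% = PAD4 with RCA probe and DMSO and 100% = probe without PAD4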
Target sequence (Q9UM07 whole entry, looked up): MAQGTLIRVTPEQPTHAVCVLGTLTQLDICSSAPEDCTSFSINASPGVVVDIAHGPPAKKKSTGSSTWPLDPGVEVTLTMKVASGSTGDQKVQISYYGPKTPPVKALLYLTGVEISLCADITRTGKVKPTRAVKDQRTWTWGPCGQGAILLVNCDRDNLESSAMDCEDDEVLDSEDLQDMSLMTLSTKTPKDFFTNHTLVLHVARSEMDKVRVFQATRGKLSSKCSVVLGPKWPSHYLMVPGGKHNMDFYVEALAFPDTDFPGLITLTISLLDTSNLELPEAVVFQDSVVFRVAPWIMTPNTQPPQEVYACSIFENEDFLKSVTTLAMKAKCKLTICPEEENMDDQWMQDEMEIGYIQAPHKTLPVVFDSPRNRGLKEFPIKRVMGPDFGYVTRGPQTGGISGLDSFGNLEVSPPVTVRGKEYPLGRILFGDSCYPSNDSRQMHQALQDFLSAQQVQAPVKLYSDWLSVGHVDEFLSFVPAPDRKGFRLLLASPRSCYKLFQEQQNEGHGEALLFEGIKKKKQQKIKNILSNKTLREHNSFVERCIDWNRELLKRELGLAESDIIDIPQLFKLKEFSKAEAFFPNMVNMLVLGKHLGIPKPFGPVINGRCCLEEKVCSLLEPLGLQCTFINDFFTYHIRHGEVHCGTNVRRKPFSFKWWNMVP
* = called active by the depositor; · = not tested or not shown. An excerpt; rates above refer to the full screens.

SMILES	PAFAH1B3 FP inh	pPAFAH FP inh	PAFAH2 inh	Fam108B counter	PAFAH1B2 inh	GSTO1 counter	LYPLA1 inh	PME-1 primary	PAD4 inh
Cc1nn(CC(=O)Nc2sc3c(c2C#N)CCC(C(C)(C)C)C3)c(C)c1[N+](=O)[O-] (stereo not drawn)	-6	4	4	2	3	4	-1	0	0
COCCn1c(=O)[nH]c2cc(C(=O)N3CCN(c4ccccc4F)CC3)ccc2c1=O	-2	4	2	-1	5	-4	1	-5	-1
COC(=O)c1sc(S(=O)(=O)N2CCCCC2C(=O)O)c(C(=O)OC)c1C (stereo not drawn)	4	7	-4	2	5	-5	-3	5	-6
COc1ccc(CCC(=O)NCCCNC(=O)CCc2ccc(OC)cc2)cc1	7	5	-8	0	3	3	-6	3	1
O=[N+]([O-])c1cccc(/C=C/C=N/Nc2nc(N3CCCCC3)nc(N3CCCCC3)n2)c1	4	3	-10	0	-1	4	2	-3	-4
CC(C)CN(C(=O)CSc1nnnn1-c1ccccc1)c1c(N)n(CC(C)C)c(=O)[nH]c1=O	9	5	4	2	6	-1	-2	0	-6
O=C(C1CCCC1)N(c1ccccc1)C1C=CS(=O)(=O)C1 (stereo not drawn)	-4	-1	2	7	-3	12	2	-4	3
ClC(/C=N/n1cnnc1)=C/c1ccccc1	6	2	11	0	4	-3	0	3	0
Cc1cc(C)nc(OC(=O)c2ccc(Cl)cc2Cl)n1	·	-1	·	-1	·	1	-2	-3	6
COc1ccc(-c2nnc3n2CCCCC3)cc1	3	3	9	-1	1	-4	-1	2	0
CC(=O)C12CC(C)=C(C)CC1CC1C3CCC4=CC(=O)CCC4(C)C3CCC12C (stereo not drawn)	·	3	·	-1	·	0	-1	3	-2
Cc1cccc(C)c1OCc1cc(C(=O)NCc2ccc(Cl)s2)no1	3	3	3	1	6	6	-1	-6	5
COc1ccc(NC(=O)C(Sc2ccccc2)c2ccccc2)c(OC)c1 (stereo not drawn)	1	6	-1	-5	-5	-3	-8	-1	6
CCOc1cc(C(=O)Nc2c(C)ccc3nsnc23)cc(OCC)c1OCC	2	4	-6	6	-2	-1	2	-3	-6
O=C(Nc1ccccn1)C1COc2ccccc2O1 (stereo not drawn)	8	3	3	-3	1	-7	-2	2	3
COc1ccc2c(CC(=O)NCc3cccs3)coc2c1	10	13	8	-1	4	-8	-7	4	0
C/C(Cn1nnc([N+](=O)[O-])n1)=N\NC(=O)c1ccccc1O	7	9	8	-2	2	11	2	-4	2
CCCC(=O)Nc1ccc(NC(=O)c2cc3ccccc3o2)c(OC)c1	7	0	-4	-3	5	4	1	3	4
COc1ccc(C/C(C)=N/NC(=S)Nc2ccc(C)c(C)c2)cc1	6	-5	-9	0	0	10	2	-6	-2
CNCc1ccccc1Sc1cc(O)ccc1O	5	25*	1	4	1	89*	0	-3	-2
COc1cccc(NC(=O)C(C)OC(=O)c2n[nH]c3ccccc23)c1 (stereo not drawn)	4	-11	1	·	2	·	-3	-7	-2
CN(CC(=O)Nc1ccccc1C(=O)NC1CC1)Cc1ccc(Cl)s1	4	-1	-3	·	7	·	-1	-8	-1
O=C(N=C1c2ccccc2CN1c1ccc(F)c(F)c1)c1cccnc1	4	-1	-9	2	-1	-1	-3	-1	-1
CCOC(=O)CN1CCC(c2cc(-c3ccc(Cl)cc3)n[nH]2)CC1	7	31*	-1	-6	1	1	-6	-4	-8
COc1ccc(OC)c(NC(=O)CSC2=NN3CCCC(=O)N=C3S2)c1	-1	6	6	-2	2	5	-2	-4	0
CC(Sc1nnc(-c2cccnc2)n1-c1ccccc1F)C(=O)N1CCCc2ccccc21 (stereo not drawn)	·	3	·	2	·	3	4	-3	-5
CCN1C(=O)[C@H]2[C@@H](c3ccc(C)cc3)N3C(=O)N(c4cccc(Br)c4)C(=O)[C@@]3(CC(C)C)[C@H]2C1=O	8	7	5	-5	-4	-1	-1	-1	7
Cc1cccc(N2CCN(C(=O)c3ccccc3SCC(=O)N3CCCC3)CC2)c1C	12	6	-1	·	-3	·	1	-1	-2
CCCCC(C(=O)NC1CCCC1)N(Cc1ccco1)C(=O)Cn1nnc(-c2ccc(F)cc2)n1 (stereo not drawn)	0	3	-9	-1	0	-6	-3	-8	1
CC(=O)NC12CC3CC(C1)CC(C(=O)Nc1nc4c(C)cccc4s1)(C3)C2	4	-2	2	1	2	1	-5	-4	2
CCC(=O)N(Cc1cc(=O)[nH]c2ccccc12)c1cccc(C)c1	6	3	0	-6	2	-4	2	10	46*
COc1ccc(CCNC(=O)NC23CC4CC(CC(C4)C2)C3)cc1OC	8	1	5	2	0	4	1	0	3
Clc1ccc(-c2cn3c(n2)CCC3)cc1	9	4	-4	-1	-5	3	4	1	5
COc1ccc(C(=O)N2CCN(Cc3cc(OC)ccc3OC)CC2)cc1	1	0	-2	-1	0	-1	-1	-1	-5
O=C(O)/C(=C/c1cccnc1)NC(=O)c1ccccc1	0	-3	-2	6	-2	2	-4	7	13
CCOc1ccc2cc(C(=O)NCc3ccccc3)c(=N)oc2c1	6	2	-5	-3	1	0	3	-2	-3
C#CCOCCOCCOCCNc1nc(N2CCN(C(=O)Cn3cc(CC(C)O)nn3)CC2)nc(N2CCN(C(=O)[C@H](CCCCN)n3cc(CCC(=O)O)nn3)CC2)n1 (stereo partly drawn)	6	4	-4	3	1	4	4	5	-4
COC(=O)c1ccc(C(=O)OC)c(NC(=S)N2CCN(c3ccc(F)cc3)CC2)c1	5	3	-8	3	2	-2	0	1	1
O=S(=O)(/C(=C/c1ccc(C(F)(F)F)cc1)c1nc2ccccc2[nH]1)c1ccccc1	-20	-10	-21	-39	16	-24	-25	-74	3
O=C(NCc1ccco1)c1nc2ccccc2s1	2	2	-2	-3	2	-5	0	2	-10
CCn1nc(C(=O)OCC(=O)c2ccc3c(c2)OCCO3)c2ccccc2c1=O	-2	7	0	2	6	0	-2	-6	1
Cc1ccc(CSCc2ccc(C(=O)NC3CC3)o2)cc1	6	8	1	0	12	-1	-3	-6	0
CC(C)Oc1ccccc1NC(=O)CSc1nccn1C	5	3	-5	-1	-9	2	-1	3	2
O=C(OCc1ccccc1Cl)c1ccc(-n2cnnc2)cc1	10	4	14	-4	5	-4	2	1	7
CC1CC(=O)Nc2ccccc2S1(=O)=O (stereo not drawn)	7	2	4	-2	-1	1	18*	5	1
CC(C)(C)NC(=O)COC(=O)c1nsc(Cl)c1Cl	4	19	0	2	4	-6	0	-1	-2
CNc1ccc(C(=O)c2ccccc2C(=O)O)cc1[N+](=O)[O-]	-3	1	4	-5	1	10	1	6	-2
CCOC(=O)c1ccc(NC(=O)C2(c3ccc(Cl)cc3)CCCC2)cc1	-1	-2	-9	-13	29*	0	-13	-22	-1
O=C(O)CNS(=O)(=O)c1ccc(Br)s1	4	4	3	-4	15	1	-2	-5	-2
Cn1c(-c2ccc(Br)cc2)cnc1NCc1cccnc1	9	4	-6	0	4	-4	4	5	-2
CSCC[C@H](NC(=O)C1CCCC1)c1nc2ccccc2[nH]1	2	2	-5	-2	5	-2	2	0	2
COC(=O)c1ccccc1NC(=O)NC1CCC(C)CC1 (stereo not drawn)	2	3	11	1	-1	6	-2	-2	-3
CCO[C@H]1OC(C(=O)NCc2nc3ccccc3[nH]2)=C[C@@H](C)[C@@H]1CCCO	3	9	9	-3	-6	4	-1	1	6
O=C(OCC(=O)c1ccccc1)C1=NN(c2ccccc2)C(=O)CC1	15	10	5	·	1	·	·	·	-6
CC(C)(C)OC(=O)N1CCC2(CC1)Oc1ccc(Cl)cc1C(=O)C21CC(c2ccc(Cl)cc2)=NO1 (stereo not drawn)	-2	3	-1	-1	-4	1	-1	0	2
Cc1ccc(N=CC=C2OC(C)(C)C(C)(C)O2)c(C)c1	13	-3	-1	1	6	-2	1	3	-1
COCCN(CCOC)c1ncnc2c1cnn2-c1ccc(Cl)cc1	3	5	6	1	0	6	3	1	1
Cc1ccccc1-n1c(SCC(=O)O)nc2sc3c(c2c1=O)CCCC3	12	4	-4	1	3	-15	-2	-3	-4
COc1ccccc1C(=O)NC(=S)Nc1ccc(N2CCOCC2)c(Cl)c1	7	-2	5	-2	3	-4	-5	2	-3
O=C1c2ccccc2NC(c2ccccn2)N1NS(=O)(=O)c1ccccc1 (stereo not drawn)	-1	2	20	3	-7	4	-4	-2	-3
CN1C(=O)C(O)(CC(=O)c2ccncc2)c2ccccc21 (stereo not drawn)	4	5	-16	0	2	-2	2	1	6
O=C1CC(NCc2ccccc2F)C(=O)N1c1ccccc1 (stereo not drawn)	-4	1	-4	-1	-1	2	-6	6	6
COc1cc(CN2CCN(C(=O)c3cccc4ccccc34)CC2)cc(OC)c1O	5	5	2	0	-4	8	-2	19	3

For convenience, some entries already given.
SMILES	PAFAH1B3 FP inh	pPAFAH FP inh	PAFAH2 inh	Fam108B counter	PAFAH1B2 inh	GSTO1 counter	LYPLA1 inh	PME-1 primary	PAD4 inh
Cn1c(-c2ccc(Br)cc2)cnc1NCc1cccnc1	9	4	-6	0	4	-4	4	5	-2
CSCC[C@H](NC(=O)C1CCCC1)c1nc2ccccc2[nH]1	2	2	-5	-2	5	-2	2	0	2
COC(=O)c1ccccc1NC(=O)NC1CCC(C)CC1 (stereo not drawn)	2	3	11	1	-1	6	-2	-2	-3
CCO[C@H]1OC(C(=O)NCc2nc3ccccc3[nH]2)=C[C@@H](C)[C@@H]1CCCO	3	9	9	-3	-6	4	-1	1	6
O=C(OCC(=O)c1ccccc1)C1=NN(c2ccccc2)C(=O)CC1	15	10	5	·	1	·	·	·	-6
CC(C)(C)OC(=O)N1CCC2(CC1)Oc1ccc(Cl)cc1C(=O)C21CC(c2ccc(Cl)cc2)=NO1 (stereo not drawn)	-2	3	-1	-1	-4	1	-1	0	2
Cc1ccc(N=CC=C2OC(C)(C)C(C)(C)O2)c(C)c1	13	-3	-1	1	6	-2	1	3	-1
COCCN(CCOC)c1ncnc2c1cnn2-c1ccc(Cl)cc1	3	5	6	1	0	6	3	1	1
Cc1ccccc1-n1c(SCC(=O)O)nc2sc3c(c2c1=O)CCCC3	12	4	-4	1	3	-15	-2	-3	-4
COc1ccccc1C(=O)NC(=S)Nc1ccc(N2CCOCC2)c(Cl)c1	7	-2	5	-2	3	-4	-5	2	-3
O=C1c2ccccc2NC(c2ccccn2)N1NS(=O)(=O)c1ccccc1 (stereo not drawn)	-1	2	20	3	-7	4	-4	-2	-3
CN1C(=O)C(O)(CC(=O)c2ccncc2)c2ccccc21 (stereo not drawn)	4	5	-16	0	2	-2	2	1	6
O=C1CC(NCc2ccccc2F)C(=O)N1c1ccccc1 (stereo not drawn)	-4	1	-4	-1	-1	2	-6	6	6
COc1cc(CN2CCN(C(=O)c3cccc4ccccc34)CC2)cc(OC)c1O	5	5	2	0	-4	8	-2	19	3

3 structures already listed, sorted by length of the SMILES, low to high:
SMILES	PAFAH1B3 FP inh	pPAFAH FP inh	PAFAH2 inh	Fam108B counter	PAFAH1B2 inh	GSTO1 counter	LYPLA1 inh	PME-1 primary	PAD4 inh
CC(C)Oc1ccccc1NC(=O)CSc1nccn1C	5	3	-5	-1	-9	2	-1	3	2
Cc1ccc(CSCc2ccc(C(=O)NC3CC3)o2)cc1	6	8	1	0	12	-1	-3	-6	0
CC(C)(C)OC(=O)N1CCC2(CC1)Oc1ccc(Cl)cc1C(=O)C21CC(c2ccc(Cl)cc2)=NO1 (stereo not drawn)	-2	3	-1	-1	-4	1	-1	0	2
